# NPY-Y1 antag – antagonists of human neuropeptide Y receptor Y1. P25929. HEK293-CNG Y1 cells, membrane potential fluorescence; NPY at EC95, then isoproterenol. hit rate 1% among 200,000. inhibition, % at 3.6 µM;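 active = inhibition above the campaign mean inhibition of all tested compounds plus 3 SD, cut at about 20% in these data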;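 note: 0% = DMSO wells given NPY plus isoproterenol and 100% = isoproterenol alone without NPY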
# Target sequence (P25929 whole entry, looked up): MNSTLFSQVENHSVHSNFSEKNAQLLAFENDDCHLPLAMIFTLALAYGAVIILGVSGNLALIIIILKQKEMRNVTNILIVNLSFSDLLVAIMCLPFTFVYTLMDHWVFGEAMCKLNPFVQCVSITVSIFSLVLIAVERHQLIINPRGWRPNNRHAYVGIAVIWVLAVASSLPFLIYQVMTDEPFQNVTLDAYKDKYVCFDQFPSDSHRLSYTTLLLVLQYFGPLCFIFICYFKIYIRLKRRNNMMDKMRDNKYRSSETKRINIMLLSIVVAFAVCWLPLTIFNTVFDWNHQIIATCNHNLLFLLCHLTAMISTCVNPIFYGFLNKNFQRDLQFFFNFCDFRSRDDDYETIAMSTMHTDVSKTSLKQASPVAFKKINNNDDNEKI
#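 material = HEK293 cells with Y1 receptor plus CNG channel | also added = NPY 25 nM then isoproterenol 1 µM plus Ro 20-1724 25 µM | schedule = dye 3 h, compound 60 min room temperature, stimulation 45 min | measured by = membrane potential fluorescence | benchmarks = high control isoproterenol alone, low control NPY with isoproterenol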
# Hck-Nef inh – human Hck-Nef kinase inhibition; inhibition, % at 20 µM; Recombinant Hck-YEEI plus Nef, Z-Lyte FRET kinase assay; hit rate 0.68% among 220,000;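 active = Hck-Nef kinase inhibition above about 50%, limit read from the data; inactive = inhibition below that limit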;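 note: 0% = DMSO with Hck plus Nef and 100% = Hck alone without Nef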
# NPY1 pot ag – potentiators or agonists of human neuropeptide Y receptor Y1 | P25929 | NPY-Y1 expressing cells, potentiator/agonist activation | activation, % at 3.6 µM | hit rate 0.37% among 220,000 | AID 1304; in the data active = activation above about 33%, passing the limit was not always enough;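 note: cells stimulated with NPY at EC10 then isoproterenol at EC100; 0% = low agonist plus stimulus and 100% = saturating agonist plus stimulus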
# NPY2 pot ag – potentiates or activates human NPY-Y2 receptor | P49146 | cells expressing NPY-Y2, potentiator/agonist read-out | activation, % at 3.6 µM | hit rate 0.45% among 220,000 | AID 1359; in the data active = activation above about 27%;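 note: cells stimulated with NPY near EC25 plus isoproterenol at EC100; 0% = vehicle plus submaximal agonist and 100% = vehicle plus saturating agonist; some results beyond the cut were filed as inactive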
# Target sequence (P49146 whole entry, looked up): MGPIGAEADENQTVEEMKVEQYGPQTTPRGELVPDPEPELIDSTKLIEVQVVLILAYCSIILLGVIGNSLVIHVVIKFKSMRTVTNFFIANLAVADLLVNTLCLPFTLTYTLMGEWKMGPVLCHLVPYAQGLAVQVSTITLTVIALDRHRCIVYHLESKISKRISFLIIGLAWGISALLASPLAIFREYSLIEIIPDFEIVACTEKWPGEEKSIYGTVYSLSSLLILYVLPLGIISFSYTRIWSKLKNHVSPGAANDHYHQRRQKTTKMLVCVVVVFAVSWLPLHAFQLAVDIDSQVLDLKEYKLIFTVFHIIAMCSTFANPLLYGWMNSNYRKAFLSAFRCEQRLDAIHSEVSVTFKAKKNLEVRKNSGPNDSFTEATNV
# RBBP9 inh – human RBBP9 hydrolase inhibition. AID 1515. recombinant RBBP9, FP-Rh probe fluorescence polarization. hit rate 0.2% among 220,000. inhibition, % at 7.94 µM. O75884;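 active = inhibition above the campaign mean of all tested compounds plus 3 SD, cut at about 14% in these data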;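 note: plate controls were DMSO wells with RBBP9 for no effect and wells lacking RBBP9 protein for full effect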
# Target sequence (O75884 whole entry, looked up): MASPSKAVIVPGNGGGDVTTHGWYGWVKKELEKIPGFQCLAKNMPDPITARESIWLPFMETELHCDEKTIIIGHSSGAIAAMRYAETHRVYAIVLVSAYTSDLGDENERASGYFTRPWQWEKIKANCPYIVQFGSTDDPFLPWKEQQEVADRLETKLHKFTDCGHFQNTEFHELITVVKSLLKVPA
#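 System: RBBP9 protein / Buffer or medium: Tris/NaCl buffer pH 8.0 with 0.1% Pluronic / Probe or stimulus: Serine-hydrolase probe FP-Rh, 375 nM pre-mixing / Dosing: 7.94 µM single dose, 0.794% DMSO / Times: enzyme-compound preincubation 30 min, then probe labeling 45 min, 25 °C / Technique: fluorescence polarization (mP), excitation 525 nm, emission 598 nm / Replication: singlicate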
# p97 inhibitor – inhibitors of human p97 ATPase. hit rate 0.42% among 220,000. inhibition, % at 8 µM. P55072. recombinant p97 ATPase, Kinase-Glo ATP luminescence, 3 h. AID 1481; in the data active = inhibition above about 15%;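 note: 0% = DMSO vehicle and 100% = wells lacking enzyme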
# Runt-CBFb FRET – inhibitors of human RUNX1 Runt domain binding to CBFb; inhibition, % at 20 µM; hit rate 0.46% among 220,000; Cerulean-Runt/Venus-CBFb FRET ratio 530/480, 1 h; AID 1496;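 active = inhibition over about 50% at 20 µM in the single-dose screen, limit read from the data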;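 note: 0% = DMSO wells and 100% = excess unlabeled CBFb competitor control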
#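 Buffer or medium: Tris pH 7.5 buffer with BSA. Assay system: Cerulean-labeled Runt domain protein. Amount: each fluorescent fusion protein 100 nM. Read-out basis: loss of energy transfer signal. Incubation: 1 h compound exposure, room temperature. Probe or stimulus: Venus-CBFb binding partner, 100 nM. Detection: FRET, excitation 422 nm, emission at 530 and 480 nm.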
# Runt-SMMHC FRET – Runt domain-CBFb-SMMHC interaction inhibition; inhibition, % at 20 µM; Cerulean-Runt/Venus-CBFb-SMMHC FRET ratio 530/480, 1 h; hit rate 0.74% among 220,000;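 active = mean inhibition across duplicate retests at 20 µM reaching about 50%, limit read from the data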;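 note: 0% = DMSO wells and 100% = wells with excess untagged CBFb-SMMHC; inhibitors lower the FRET ratio by blocking Runt binding to CBFb-SMMHC; some results filed as inactive read as strong as hits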
# Mdm2 ligase inh – blocks human Mdm2 ubiquitin ligase activity; Q00987; cell-based MDM2 ubiquitination luciferase reporter, 2 h; 0 = plate control, 100 = twice control, blank-subtracted; signal enhancement, % at 5 µM; hit rate 0.11% among 210,000; AID 1230;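 active = signal enhancement of 30% or more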;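 note: luminescence tracks abundance of the self-degrading MDM2-luciferase fusion protein; higher signal means inhibition of MDM2 E3 ligase activity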
#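 Assay system: mammalian cells stably expressing self-ubiquitinating, self-degrading MDM2 E3–luciferase fusion. Quantity: 2000 cells in each well. Medium: DMEM culture medium. Compound dosing: single-point 5 µM. Timing: cell settling 4 h, compound treatment 2 h, both 37 °C. Technique: luciferase luminescence. Read-out basis: percent signal gain over controls, blank-subtracted. Benchmarks: plate controls and plate blanks.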
# The depositor's hits bear a star; . = not tested or not shown.
nr	mol	RBBP9 inh	NPY1 pot ag	NPY2 pot ag	p97 inhibitor	Hck-Nef inh
1	C/C(=N\NC(=O)c1cccc(S(=O)(=O)N2CCCCC2)c1)c1ccc(C)o1	-4	-2	-21	4	25
2	O=C(COC(=O)CCC(=O)c1ccc(F)cc1)Nc1ccc(F)cc1F	-7	-11	-7	1	32
3	Cc1ccc(-n2c(SCC(=O)NCC3CCCO3)nnc2-c2ccoc2C)cc1 (configuration not stated)	2	-4	20	2	1
4	O=C(COC(=O)c1ccc2c(=O)n3c(nc2c1)CCC3)Nc1ccc(OC(F)F)cc1	-8	-2	-10	0	16
5	CCOc1cc(C)nc(N2CCN(C3CCCCC3)CC2)n1	-6	1	-8	-5	0
6	Cc1ccc(/C(O)=C2\C(=O)C(=O)N(c3cc(C)on3)C2c2cccc(Cl)c2)cc1 (configuration not stated)	2	-18	-13	-2	4
7	O=C(CSc1ncn(-c2ccccc2)n1)Nc1nncs1	-7	1	-8	5	-3
8	O=C(COC(=O)c1ccccc1Cl)NC(=O)NCc1ccccc1	-3	-9	-3	4	2

nr	Runt-CBFb FRET	NPY-Y1 antag	Runt-SMMHC FRET	Mdm2 ligase inh
1	0	-1	4	-5
2	-2	0	0	-6
3	-1	0	3	-18
4	2	6	3	-7
5	1	0	2	-29
6	4	4	15	8
7	2	0	-4	-12
8	-3	-1	-4	-1

# (further entries)
nr	mol	RBBP9 inh	NPY1 pot ag	NPY2 pot ag	p97 inhibitor	Hck-Nef inh
9	COc1ccc(N/C(=N/c2nc(C)cc(C)n2)NC(=O)c2ccccc2)cc1	-3	-8	3	-2	25
10	Cc1ccc(NC(=O)/C=C\C(=O)NCC(=O)O)cc1	-5	3	12	3	18
11	CCOCC(=O)Nc1ccc(S(=O)(=O)NCCc2ccccc2)cc1	-1	-1	5	3	1
12	CCOc1ccc(NC2=NC(C(=O)NCc3ccccc3)CC(=O)N2)cc1 (configuration not stated)	-5	12	2	1	1
13	O=C(CCS(=O)(=O)c1ccc(Br)cc1)Nc1ccc(Br)cc1F	3	-8	6	3	5
14	Cc1cccc(NC(=S)N(CCCN(C)C)Cc2cc3cc4c(cc3[nH]c2=O)OCO4)c1	-2	-9	-5	0	27
15	Cc1ccc(NC(=O)C2CCN(S(C)(=O)=O)CC2)cc1C	-4	-14	8	6	1
16	Cc1nc2c3cnn(-c4ccccc4)c3ncn2n1	-12	0	1	3	0

nr	Runt-CBFb FRET	NPY-Y1 antag	Runt-SMMHC FRET	Mdm2 ligase inh
9	-2	.	-7	.
10	3	4	1	8
11	-1	3	-2	-8
12	1	1	0	-5
13	0	4	0	-10
14	-5	-5	-6	-13
15	1	-3	2	-7
16	-1	0	-3	-12

# Later entries.
nr	mol	RBBP9 inh	NPY1 pot ag	NPY2 pot ag	p97 inhibitor	Hck-Nef inh
17	O=c1c(C=NCCCn2ccnc2)c(-c2ccccc2)[nH]n1-c1nc2ccccc2s1	8	-11	10	3	8
18	CC(C)c1ccc(/C=c2\sc3nc(-c4ccncc4)nn3c2=O)cc1	-10	-14	-16	-5	-1
19	CC(C)C[C@H](NC(=O)c1[nH]cnc1C(=O)Nc1ccc(CNC(=O)OC(C)(C)C)cc1)C(=O)OC(C)(C)C	.	.	.	.	45
20	Cc1ccc(CNc2cc(-c3nn4c(C)nnc4s3)ccc2C)s1	-4	-16	-8	-4	7
21	O=c1c2ccccc2n2c(-c3ccc(F)cc3)nnc2n1Cc1ccccc1	-9	10	8	2	1
22	O=C(O)Cc1sc(-c2ccccc2)nc1-c1ccccc1	-2	-21	-21	3	2
23	CCN1CCN(Cc2ccc(OCc3ccccc3)cc2)CC1	1	-4	0	7	2
24	O=C(OCc1nc2ccccc2s1)c1cc2ccccc2oc1=O	-4	12	-2	2	3

nr	Runt-CBFb FRET	NPY-Y1 antag	Runt-SMMHC FRET	Mdm2 ligase inh
17	-1	-2	0	-2
18	0	12	-4	0
19	-6	.	-4	-2
20	-3	7	4	6
21	-2	2	0	-6
22	0	3	4	-4
23	0	2	5	-9
24	0	6	-1	-1

# (next part)
nr	mol	RBBP9 inh	NPY1 pot ag	NPY2 pot ag	p97 inhibitor	Hck-Nef inh
25	O=C(O)c1cc2c(ccc3ccccc32)oc1=O	-10	-25	-1	-1	-15
26	O=C(NCc1cc(C(F)(F)F)cc(C(F)(F)F)c1)C1CC(c2cccc([N+](=O)[O-])c2)=NO1 (configuration not stated)	-1	-1	1	6	0
27	CC(Cl)C(=O)c1ccc2c(c1)CCN2C(=O)C1CC1 (configuration not stated)	-8	-9	-14	0	21
28	O=S(=O)(NC1=NCCC1)c1cccs1	-10	11	4	-2	0
29	CC(=O)N1C(=O)c2cccc3cccc(c23)C(=O)N1C(C)=O	3	-18	15	3	17
30	Cc1noc(C)c1COC(=O)[C@@H](NC(=O)c1ccccc1Cl)C(C)C	-12	-7	0	1	23
31	O=C(Nc1cccc(Cl)c1)c1cc(S(=O)(=O)NCCc2ccc(Cl)cc2)ccc1F	-32	-9	0	2	3
32	CC(NC(=O)COc1ccc([N+](=O)[O-])cc1)c1ccccc1 (configuration not stated)	-4	10	5	2	5

nr	Runt-CBFb FRET	NPY-Y1 antag	Runt-SMMHC FRET	Mdm2 ligase inh
25	12	6	11	-10
26	-4	-3	-11	6
27	1	1	4	-27
28	0	1	1	-2
29	-1	3	-1	-1
30	-2	2	3	-12
31	1	0	-3	-13
32	2	4	5	8

# Next part.
nr	mol	RBBP9 inh	NPY1 pot ag	NPY2 pot ag	p97 inhibitor	Hck-Nef inh
33	O=C(/C=C/NCC(=O)c1ccccc1)c1ccc(Br)cc1	-3	-8	8	5	1
34	O=c1[nH]c(CSc2ncccn2)nc2c1cnn2-c1ccccc1	-8	0	-5	-1	2
35	Cc1ccc(S(=O)(=O)NNC(=S)NC(=O)c2ccc([N+](=O)[O-])cc2)cc1	5	1	-2	6	18
36	O=C(O)c1cccc(Oc2cccc(Cl)n2)c1	-2	1	-18	1	-1
37	Cc1ccc(NC(=O)c2ncc(Cl)c(Cl)c2Cl)cc1C	3	-12	-19	5	16
38	N#Cc1cc([N+](=O)[O-])cnc1Nc1ccccc1	-7	-7	9	-2	2
39	CC1(C)[C@@H](O)CC[C@]2(C)[C@H]3C(=O)C=C4[C@@H]5C[C@@](C)(C(=O)O)CC[C@]5(C)CC[C@@]4(C)[C@]3(C)CC[C@@H]12	-10	-19	19	4	5
40	COc1ccccc1OCC(=O)Nc1ccccc1C(=O)NCc1ccco1	-4	-10	-3	-5	-5

nr	Runt-CBFb FRET	NPY-Y1 antag	Runt-SMMHC FRET	Mdm2 ligase inh
33	2	-3	-4	-13
34	-1	-3	-7	0
35	16	-1	6	4
36	2	3	3	-11
37	0	1	0	-23
38	-1	5	-1	-5
39	-4	4	-6	.
40	-2	-3	2	-3

# Next records follow.
nr	mol	RBBP9 inh	NPY1 pot ag	NPY2 pot ag	p97 inhibitor	Hck-Nef inh
41	CCOC(=O)N1CCN(C(=O)c2ccc(N3CCCC3=O)cc2)CC1	-1	-6	-14	-1	0
42	CC1CCCC(NC(=O)CCCn2c(=O)[nH]c3cc(Cl)ccc3c2=O)C1C (configuration not stated)	-2	-20	9	4	0
43	Cn1cnnc1SCC(=O)NC1CCCCC1	7	-8	9	0	-18
44	NC(=O)Nc1ccc(Cl)cc1	2	14	8	4	23
45	CC(C)(C)C(=O)C[n+]1ccc(C(N)=O)cc1	-4	-1	2	3	1
46	Cc1[nH]c2c(Br)cccc2c1[C@H]1[C@@H](CC#N)C1(C)C	-3	-2	-10	-1	-1
47	CCOc1ccc(/C=C(/NC(=O)c2ccc(Cl)cc2)C(=O)O)cc1OCC	-4	-1	9	4	5
48	c1ccc(-c2csc3ncnc(-n4cnc5ccccc54)c23)cc1	-4	-9	-11	-1	1

nr	Runt-CBFb FRET	NPY-Y1 antag	Runt-SMMHC FRET	Mdm2 ligase inh
41	0	3	-1	-6
42	1	-5	6	-1
43	1	-9	-1	-10
44	-1	.	1	-2
45	-1	3	0	.
46	2	4	2	-5
47	-1	.	-3	-12
48	-3	7	2	-4

# Some of the entries so far, with values ahead of the structure.
nr | RBBP9 inh | NPY1 pot ag | NPY2 pot ag | p97 inhibitor | Hck-Nef inh | Runt-CBFb FRET | NPY-Y1 antag | Runt-SMMHC FRET | Mdm2 ligase inh | Compound
42 | -2 | -20 | 9 | 4 | 0 | 1 | -5 | 6 | -1 | CC1CCCC(NC(=O)CCCn2c(=O)[nH]c3cc(Cl)ccc3c2=O)C1C (configuration not stated)
43 | 7 | -8 | 9 | 0 | -18 | 1 | -9 | -1 | -10 | Cn1cnnc1SCC(=O)NC1CCCCC1
44 | 2 | 14 | 8 | 4 | 23 | -1 | . | 1 | -2 | NC(=O)Nc1ccc(Cl)cc1
45 | -4 | -1 | 2 | 3 | 1 | -1 | 3 | 0 | . | CC(C)(C)C(=O)C[n+]1ccc(C(N)=O)cc1
46 | -3 | -2 | -10 | -1 | -1 | 2 | 4 | 2 | -5 | Cc1[nH]c2c(Br)cccc2c1[C@H]1[C@@H](CC#N)C1(C)C
47 | -4 | -1 | 9 | 4 | 5 | -1 | . | -3 | -12 | CCOc1ccc(/C=C(/NC(=O)c2ccc(Cl)cc2)C(=O)O)cc1OCC
48 | -4 | -9 | -11 | -1 | 1 | -3 | 7 | 2 | -4 | c1ccc(-c2csc3ncnc(-n4cnc5ccccc54)c23)cc1

# Reprinted at random: 2 compounds from above, in no set order.
nr	mol	RBBP9 inh	NPY1 pot ag	NPY2 pot ag	p97 inhibitor	Hck-Nef inh
48	c1ccc(-c2csc3ncnc(-n4cnc5ccccc54)c23)cc1	-4	-9	-11	-1	1
45	CC(C)(C)C(=O)C[n+]1ccc(C(N)=O)cc1	-4	-1	2	3	1

nr	Runt-CBFb FRET	NPY-Y1 antag	Runt-SMMHC FRET	Mdm2 ligase inh
48	-3	7	2	-4
45	-1	3	0	.

# Outcome played no part in choosing rows. About 3.5% of those tested had a hit in this group.
